Bioassay records: PubChem BioAssay, several laboratories
Dyrk1A ADPGlo – blocks rat Dyrk1A kinase activity; 310,000 tested, 0.43% active; inhibition, % at 12.5 µM; AID 504441; ADP-Glo luminescence, NFATc1 peptide; in the data active = inhibition above about 50%;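 note: plate controls were vehicle with enzyme for no effect and no enzyme for full effect; many of its hits are not listed in these tables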
PolyA inhibitor – blocks polyadenylation in yeast reporter cells; S. cerevisiae SKY197-pL101 polyadenylation reporter, beta-gal luminescence; efflux-impaired pdr1/pdr3 knockout yeast; score 100 = 6 SD above DMSO; calls only at 12 µM; 300,000 tested, 0.02% active;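 active = lowest replicate activity score at least 50, where 100 means six control SD above control mean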;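 note: yeast exposed to compound for 9 h at 30 °C; higher score means more reporter readthrough which indicates perturbed polyadenylation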
GSK3B inh – inhibitors of human GSK3beta kinase. activity score (negative = inhibition), % at 10 µM. P49841. GST-GSK3beta kinase, ADP-Glo luminescence, 60 min; stronger effect = lower value. 300,000 tested, 0.038% active;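 active = more than half of replicate wells score below -50%, meaning over 50% inhibition versus plate controls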;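 note: 0% = median DMSO wells and -100% = median GW8510 positive control wells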
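Assay system: GST-fused GSK3beta enzyme, cell-free / Medium: Tris pH 7.5 buffer with MgCl2, DTT, BSA, heparin / Also added: peptide substrate plus 25 µM ATP (final) / Compound: 10 µM single point / Timing: kinase reaction with compound 60 min at room temperature / Detection: ADP-Glo luminescence / Benchmarks: DMSO neutral wells and GW8510 at 20 µM as positive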
AI-2 QS modul – modulates the Vibrio harveyi AI-2 quorum sensing system; Vibrio harveyi JMH597 AI-2 luminescence/OD600 ratio, 9 h; stronger effect = lower value; strain lacks LuxN and CqsS sensors; 0 = neutral-control median; activity change, % at 7.5 µM; 300,000 tested, 0.4% active; in the data active = activity change below about -75%, passing the limit was not always enough;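 note: luminescence divided by OD600 gain over 9 h not by final OD600 alone; inactives centre near 13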
Platelet DG rel – modulates dense granule release in human platelets. human platelet-rich plasma, SFLLRN dense granule ATP release, luminescence. inhibition, %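 (compounds screened at 7.5 µM in platelet-rich plasma)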. 300,000 tested, 0.22% active;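 active = mean replicate score, as percent of positive control, at or above 50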
HSP90 inh – blocks HSP90-mediated luciferase refolding in reticulocyte lysate; Rabbit reticulocyte lysate, luciferase refolding luminescence, 3 h; inhibition, % at 5.6 µM; 290,000 tested, 0.91% active; AID 1789;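 active = inhibition above the screen-wide mean plus 3 SD, computed separately per campaign, cut at about 16% in these data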;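 note: 0% = DMSO wells and 100% = 60 µM geldanamycin wells; inhibitors lower the luminescence because luciferase stays unfolded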
HSF1 activator – increases HSF-1 driven luciferase reporter signal; AID 504408; NIH3T3-HGL HSF-1 luciferase reporter, MG132, 8 h; 100% = twice DMSO control signal; 300,000 tested, 1.7% active; activation, % at 9 µM;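 active = mean replicate activation of at least 50% with a set share of replicates each reaching 50%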;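 note: 0% = median of the neutral control wells and 100% = twice that signal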
HSF1 inh – HSF1 inhibition | 300,000 tested, 0.77% active | AID 2098 | NIH3T3-HGL HSE-luciferase, MG132-induced, luminescence 8 h; stronger effect = lower value | activity change, negative = inhibition, % at 7.5 µM (by protocol);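 active = more than half of replicate wells show activity change below -50%, luminescence cut by over half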;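 note: luciferase reports HSF-1 transcriptional activity via heat shock element; 0% = median of DMSO wells and -100% = zero luminescence signal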
HDAC3 inhib – blocks human histone deacetylase 3. O15379. recombinant HDAC3, fluorogenic peptide/trypsin coupled, fluorescence. inhibition, % at 8.3 µM. 320,000 tested, 0.15% active. AID 2718; in the data active = inhibition above about 26%, passing the limit was not always enough
Target sequence (O15379 whole entry, looked up): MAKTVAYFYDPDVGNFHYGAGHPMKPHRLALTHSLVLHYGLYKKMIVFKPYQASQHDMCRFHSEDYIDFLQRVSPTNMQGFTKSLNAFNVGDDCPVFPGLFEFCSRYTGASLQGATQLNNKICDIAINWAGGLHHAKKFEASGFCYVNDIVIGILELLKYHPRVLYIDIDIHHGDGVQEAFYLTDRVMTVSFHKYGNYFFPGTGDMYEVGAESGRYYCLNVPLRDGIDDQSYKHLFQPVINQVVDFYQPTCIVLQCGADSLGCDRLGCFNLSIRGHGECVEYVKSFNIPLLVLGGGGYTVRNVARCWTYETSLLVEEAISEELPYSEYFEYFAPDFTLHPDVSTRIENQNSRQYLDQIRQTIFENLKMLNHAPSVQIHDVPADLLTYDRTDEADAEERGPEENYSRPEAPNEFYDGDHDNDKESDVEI
GSK3A inh – human GSK-3 alpha kinase inhibition. P49840. ADP-Glo luminescence, 60 min. inhibition, % at 10 µM. 320,000 tested, 0.1% active. AID 2650;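 in the data active = inhibition above about 50%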;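 note: GST-tagged GSK-3 alpha with peptide substrate and 25 µM ATP; 0% = DMSO neutral wells and 100% = GW8510 positive control wells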
Target sequence (P49840 whole entry, looked up): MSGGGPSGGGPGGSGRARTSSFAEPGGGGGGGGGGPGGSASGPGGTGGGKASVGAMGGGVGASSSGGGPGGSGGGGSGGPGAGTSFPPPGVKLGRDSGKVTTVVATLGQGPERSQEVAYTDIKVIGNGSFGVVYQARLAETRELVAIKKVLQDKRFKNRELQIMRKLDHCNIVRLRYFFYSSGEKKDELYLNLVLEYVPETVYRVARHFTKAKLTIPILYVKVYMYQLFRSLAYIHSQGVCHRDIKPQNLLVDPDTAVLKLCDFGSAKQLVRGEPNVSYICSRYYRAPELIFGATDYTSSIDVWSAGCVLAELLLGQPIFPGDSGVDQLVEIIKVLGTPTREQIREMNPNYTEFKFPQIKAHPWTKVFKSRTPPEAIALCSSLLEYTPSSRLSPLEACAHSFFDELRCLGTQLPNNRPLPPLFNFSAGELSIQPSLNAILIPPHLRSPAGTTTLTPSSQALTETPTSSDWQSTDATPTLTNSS
Starred values were filed as active, the others as inactive; i = inactive; . = no result given.

1: O=C(COC(=O)c1cccs1)Nc1cc(S(=O)(=O)N2CCOCC2)ccc1Cl
2: O=C1CCCc2oc3c(cc(NS(=O)(=O)c4ccc5c6c(cccc46)C(=O)N5)c4ccccc43)c21
3: COc1ccc(OCC(=O)NNC(=S)NC(=O)c2ccc([N+](=O)[O-])cc2)cc1
4: COc1ccccc1CC1(C)NC(=O)N(CC(=O)Nc2cc(C)on2)C1=O (stereo not given)
5: CCN(CC)CCN(C(=O)c1ccc(N2C(=O)CCC2=O)cc1)c1nc2cc3c(cc2s1)OCCO3
6: CCn1cc(/C=C(\NC(=O)c2ccccc2)C(=O)NCCCN2CCOCC2)c2ccccc21

assay / entry	1	2	3	4	5	6
Dyrk1A ADPGlo	-9	4	-1	-8	-5	-6
PolyA inhibitor	i	i	i	i	i	i
GSK3B inh	-1	3	2	-1	-1	-5
AI-2 QS modul	13	37	47	-1	9	-6
Platelet DG rel	-4	-9	18	-7	9	-7
HSP90 inh	-1	4	-2	0	-2	6
HSF1 activator	-7	28	7	-2	3	-29
HSF1 inh	0	17	3	1	2	-15
HDAC3 inhib	-1	6	5	0	5	4
GSK3A inh	-3	-2	-1	0	-2	3

7: OCC1(CCc2ccccc2)CCN(C/C=C/c2ccccc2)CC1
8: N/C(=N\OS(=O)(=O)c1ccc2ccccc2c1)c1ccncc1
9: O=S(=O)(NC1CCCCC1N1CCCCC1)c1ccc(Cl)cc1 (stereo not given)
10: CCOC(=O)Cc1csc(NC(=O)c2ccc(Cl)s2)n1
11: CCCC(=O)n1nc(-c2cccnc2)nc1NCc1ccc(OC)cc1
12: Cn1c(=O)[nH]c2ccc([N+](=O)[O-])nc21

assay / entry	7	8	9	10	11	12
Dyrk1A ADPGlo	8	3	5	0	-4	5
PolyA inhibitor	i	i	i	i	i	i
GSK3B inh	-5	2	-1	-5	13	1
AI-2 QS modul	2	32	-1	10	41	26
Platelet DG rel	1	7	-1	-13	0	-5
HSP90 inh	5	0	-3	-3	1	5
HSF1 activator	-14	6	-8	22	8	-5
HSF1 inh	-4	0	-6	16	-3	-7
HDAC3 inhib	1	0	10	10	.	5
GSK3A inh	-1	-5	0	2	.	-1

13: CSC1=NC(C)(C)C=C(/C=C/c2ccc(Cl)cc2)N1
14: COc1ccc(-c2cc3ccccc3oc2=O)cc1NC(=O)c1ccc([N+](=O)[O-])o1
15: CN1CCN(S(=O)(=O)c2cccc(C(=O)Oc3cccc(Br)c3)c2)CC1
16: CCCCn1c(-c2csc(C(C)C)c2)n[nH]c1=S
17: CC(=O)Nc1ccc(/C=C/c2nc3ccccc3[nH]c2=O)cc1
18: O=C(NC(Cc1ccccc1)C(=O)O)/C(=C/c1cccc([N+](=O)[O-])c1)NC(=O)c1ccco1 (stereo not given)

assay / entry	13	14	15	16	17	18
Dyrk1A ADPGlo	6	-8	.	5	5	0
PolyA inhibitor	i	i	i	i	i	i
GSK3B inh	-1	0	2	3	1	-4
AI-2 QS modul	0	26	24	19	41	16
Platelet DG rel	-1	2	1	-2	4	-2
HSP90 inh	6	0	.	-4	1	-3
HSF1 activator	36	31	2	10	5	-3
HSF1 inh	8	29	2	3	-8	-5
HDAC3 inhib	0	0	1	3	-4	-10
GSK3A inh	2	1	-1	0	1	-1

19: Cc1ccc2oc(=O)c3cnn(CC(=O)Nc4cc(-c5cccc(F)c5)no4)c3c2c1
20: Cc1c(C(=O)O)oc2c1C(=O)CC(C)(C)C2
21: CC(C)=CCc1c2c(c(O)c3c(=O)c4c(oc13)-c1cc(O)c(O)cc1OC4C=C(C)C)C=CC(C)(C)O2 (stereo not given)
22: Cc1ccc(NC(=O)COC(=O)CCC(=O)c2ccc(Cl)cc2)cc1S(=O)(=O)N(C)C
23: O=[N+]([O-])C(/C=C(\Cl)[N+](=O)[O-])=C(N1CCCCC1)N1CCCCC1
24: COc1ccc(N2CC(C(=O)NCCCN3CCOCC3)CC2=O)cc1 (stereo not given)

assay / entry	19	20	21	22	23	24
Dyrk1A ADPGlo	-6	-1	.	2	-2	4
PolyA inhibitor	i	i	i	i	i	i
GSK3B inh	0	1	-2	-1	2	0
AI-2 QS modul	5	25	3	25	36	6
Platelet DG rel	10	-7	-1	-2	0	2
HSP90 inh	8	-4	.	0	2	8
HSF1 activator	-8	0	24	-12	-7	-2
HSF1 inh	-9	-5	3	-10	-4	-9
HDAC3 inhib	0	7	1	-8	10	4
GSK3A inh	0	-1	-1	-2	-2	0

25: O=c1c2c(-c3ccc([N+](=O)[O-])cc3)csc2nc2n1CCCCC2
26: O=C(Nc1ccccc1)Nc1ccc2ocnc2c1
27: O=C(Nc1ccccc1)Nc1ccc(-n2ccc(C(F)(F)F)n2)cc1
28: Cc1cc(C)nc(/N=C(\N)Nc2cccc(OCc3ccccc3)c2)n1
29: Cn1c(SCC(N)=O)nnc1C1CCN(S(=O)(=O)c2ccccc2C(F)(F)F)CC1
30: CCOCCCNC(=O)c1ccc2c(=O)n(Cc3ccc(OC)cc3)c(=O)[nH]c2c1

assay / entry	25	26	27	28	29	30
Dyrk1A ADPGlo	-1	28	-4	-4	4	4
PolyA inhibitor	i	i	i	i	i	i
GSK3B inh	-6	1	2	-2	3	-3
AI-2 QS modul	35	2	46	-10	7	3
Platelet DG rel	-16	22	15	4	2	5
HSP90 inh	4	-2	-5	0	-3	-1
HSF1 activator	10	0	42	-8	-12	10
HSF1 inh	-4	-1	21	-11	-15	7
HDAC3 inhib	-1	-1	3	-1	0	-3
GSK3A inh	4	2	-2	0	-18	2

31: CCN(CC)c1ccc(C=N/C(C#N)=C(\N)C#N)cc1
32: Cc1cccc(-n2ccnc2SCC(=O)Nc2nccs2)c1
33: Cn1c(SCC(=O)N2CCOCC2)nnc1-c1ccncc1
34: CCCCc1cc(=O)oc2cc(OCC(=O)N3CCC(C(=O)O)(c4ccccc4)CC3)ccc12
35: O=C(CNS(=O)(=O)c1ccc2ccccc2c1)OCc1csc(-c2ccccc2)n1
36: CC(=O)Nc1ccc(S(=O)(=O)NC(CSc2ccc(C(=O)O)cc2[N+](=O)[O-])C(=O)O)cc1 (stereo not given)

assay / entry	31	32	33	34	35	36
Dyrk1A ADPGlo	4	8	0	11	-5	-3
PolyA inhibitor	i	i	i	i	i	i
GSK3B inh	-4	-2	-1	3	0	0
AI-2 QS modul	19	11	40	5	18	18
Platelet DG rel	2	15	0	-3	9	1
HSP90 inh	-2	4	-6	-5	0	-3
HSF1 activator	6	29	-7	-2	11	-9
HSF1 inh	-2	12	-3	-7	3	-3
HDAC3 inhib	-1	-9	-2	-17	7	-2
GSK3A inh	-3	-1	0	-2	-1	3

37: c1ccc(Cn2ncc3ccccc32)cc1
38: CC(O)C(O)C(O)C(O)C1NCCS1 (stereo not given)
39: COc1ccc(C)cc1N(CC(=O)Nc1ccc2c(c1)OCCO2)S(C)(=O)=O
40: CN(C)C(=N)c1n[nH]nc1SCc1ccc(Cl)c(Cl)c1
41: O=S(=O)(Nc1ccncc1)c1ccc(Cl)c(Cl)c1
42: Cc1c(NC(=O)CSc2nc3c(cnn3-c3ccccc3)c(=O)[nH]2)c(=O)n(-c2ccccc2)n1C

assay / entry	37	38	39	40	41	42
Dyrk1A ADPGlo	.	-11	0	4	-2	0
PolyA inhibitor	i	i	i	i	i	i
GSK3B inh	-4	3	4	0	-2	1
AI-2 QS modul	11	24	6	30	10	19
Platelet DG rel	-4	4	6	-3	-7	2
HSP90 inh	0	0	-2	-1	-2	4
HSF1 activator	7	9	-21	25	3	-3
HSF1 inh	-11	-1	-1	-4	2	1
HDAC3 inhib	-1	2	-4	-4	6	0
GSK3A inh	-3	-3	-2	-2	0	-4

The list goes on; the last 4 above are carried over.
39: COc1ccc(C)cc1N(CC(=O)Nc1ccc2c(c1)OCCO2)S(C)(=O)=O
40: CN(C)C(=N)c1n[nH]nc1SCc1ccc(Cl)c(Cl)c1
41: O=S(=O)(Nc1ccncc1)c1ccc(Cl)c(Cl)c1
42: Cc1c(NC(=O)CSc2nc3c(cnn3-c3ccccc3)c(=O)[nH]2)c(=O)n(-c2ccccc2)n1C
43: CC1=CCC2C(=O)N(c3ccc(S(N)(=O)=O)cc3)C(=O)C2C1 (stereo not given)
44: CCCOc1ccc(N2C(=O)C3C(C(C)C)NC4(C(=O)c5ccccc5C4=O)C3C2=O)cc1 (stereo not given)
45: COc1cccc(C(=O)N2CCN(c3ccccn3)CC2)c1
46: COc1cccc(-n2nnc3c(=O)n(Cc4ccc(Cl)cc4)cnc32)c1
47: NC(=S)N/N=C/c1cc([N+](=O)[O-])ccc1OCCOc1ccccc1
48: Cc1nnc(N2C(=O)C(O)=C(C(=O)c3ccco3)C2c2cccc([N+](=O)[O-])c2)s1 (stereo not given)
49: O=C(Nc1ccc2[nH]ccc2c1)c1ccccc1
50: COc1cccc(OC)c1C(=O)Nc1ccncc1

assay / entry	39	40	41	42	43	44	45	46	47	48	49	50
Dyrk1A ADPGlo	0	4	-2	0	4	0	-4	0	4	0	6	2
PolyA inhibitor	i	i	i	i	i	i	i	i	i	i	i	i
GSK3B inh	4	0	-2	1	4	3	0	-4	1	1	-3	-1
AI-2 QS modul	6	30	10	19	14	21	21	24	-3	9	9	3
Platelet DG rel	6	-3	-7	2	2	-5	-3	-14	3	2	18	-5
HSP90 inh	-2	-1	-2	4	-2	3	1	1	-2	1	44*	.
HSF1 activator	-21	25	3	-3	-2	10	6	3	-58	-15	10	3
HSF1 inh	-1	-4	2	1	-2	3	4	5	-45	-4	1	-8
HDAC3 inhib	-4	-4	6	0	3	2	1	3	-10	2	-4	6
GSK3A inh	-2	-2	0	-4	-2	-1	-1	-2	-1	-1	3	-5

Random excerpt: 2 entries already listed
36: CC(=O)Nc1ccc(S(=O)(=O)NC(CSc2ccc(C(=O)O)cc2[N+](=O)[O-])C(=O)O)cc1 (stereo not given)
11: CCCC(=O)n1nc(-c2cccnc2)nc1NCc1ccc(OC)cc1

assay / entry	36	11
Dyrk1A ADPGlo	-3	-4
PolyA inhibitor	i	i
GSK3B inh	0	13
AI-2 QS modul	18	41
Platelet DG rel	1	0
HSP90 inh	-3	1
HSF1 activator	-9	8
HSF1 inh	-3	-3
HDAC3 inhib	-2	.
GSK3A inh	3	.

The list is partial (hit frequency here may not be typical).
